SKBR3 24h inh: SK-BR-3 proliferation inhibitors | SK-BR-3 viability, CellTiter-Glo ATP luminescence, 24 h; active compounds read low | viability, % at 10 µM | actives 0.47% (n = 41,000) | AID 847;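 active = viability at or below the median of all test compounds minus 3 SD, in both replicates if run twice, cut at about 45% in these data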;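 also: 100% = median untreated cell wells and 0% = median positive control drug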
Active calls of the source: *. This is a subset; the hit share may differ from the screen's.

SMILES | SKBR3 24h inh
CC(CNC(=O)c1cncc(O)c1)NC(=O)c1cncc(O)c1 (centres undefined) | 114
Cc1nc2ccccc2c2nc(NC(=O)Cc3ccccc3)nn12 | 99
COC(=O)c1ccc(OC)c(CSc2nnc(COc3ccc(OC)cc3)o2)c1 | 90
CCOC(=O)c1ccccc1NC(=O)c1ccc(Cl)c(S(=O)(=O)N2CCOCC2)c1 | 87
CC1(C)CC(=O)C(C=NCC(O)c2ccccc2)=C(O)C1 (centres undefined) | 85
O=C(OCc1c(Cl)nc2sccn12)c1cc2c(s1)CCCC2 | 84
Nc1c(C(=O)NCc2ccc3c(c2)OCO3)c2nc3ccccc3nc2n1CCCN1CCOCC1 | 107
COc1c(Cl)ccc(Cl)c1C(=O)NC(=O)N1CCOCC1 | 92
O=C(Nc1cccnc1)c1cc(-c2cccs2)on1 | 103
CCCN1C(=O)c2ccc(C(=O)NCc3ccco3)cc2C1=O | 100
CCCc1cc(=O)n2[nH]c(NCc3ccccc3F)nc2n1 | 86
CCOC(=O)CSc1nc2sc(C)c(C)c2c(=O)[nH]1 | 80
CCN(CC)c1ccc2c(C)c(CN3CCOCC3)c(=O)oc2c1 | 67
CC1CCCC(C)N1C(=O)Cn1c(SCC(=O)NCc2ccc3c(c2)OCO3)nc2ccccc21 (centres undefined) | 78
Cc1ccc(C)c(NC(=O)CSc2nnc([C@@H]3CCCN3C(=O)OC(C)(C)C)o2)c1 | 82
CCn1cc(C(=O)NCC2CCCO2)c(=O)c2cc(F)c(N3CCN(C)CC3)cc21 (centres undefined) | 86
Cc1ccc(S(=O)(=O)c2nc(-c3cccs3)oc2SCC(N)=O)cc1 | 94
Cc1cccc(Nc2nc(N)nc(CN3CCN(c4ccccc4F)CC3)n2)c1 | 72
O=C1c2ccccc2C2NC(=O)C3(CCCCC3)N12 (centres undefined) | 101
Clc1cccc(Cl)c1Cn1cnc2c(N3CCCCCC3)ncnc21 | 96
O=C(NCc1ccco1)c1ccccc1NS(=O)(=O)c1cccs1 | 105
O=C(CCC1CCCC1)Nc1ccon1 | 94
NC(=O)CSc1nnc2n(-c3ccccc3)c(=O)c3c4c(sc3n12)CCCCC4 | 32*
CCOC(=O)C1=C(N)n2c(s/c(=C/c3ccco3)c2=O)=C(C(=O)OC)C1c1ccco1 (centres undefined) | 92
CC1(C)CC(=O)C(Sc2nnc(-c3ccc(NS(C)(=O)=O)cc3)n2Cc2ccco2)C(=O)C1 | 119
Nc1nc(F)nc2c1ncn2[C@@H]1O[C@H](CO)[C@@H](O)[C@@H]1O | 72
COC(=O)c1cccc(-n2nnnc2SCC(=O)Nc2cc(C)on2)c1 | 85
CC(=O)NCCCCCCNC(C)=O | 100
O=S1(=O)C=CC(N2CCOCC2)C1 (centres undefined) | 87
Cc1cc(C)nc(NC(=NCc2ccc3c(c2)OCO3)NC(=O)Nc2ccccc2)n1 | 84
Cc1ccc(SCc2nc(-c3cccnc3)no2)cc1 | 92
CCCOc1ccc2oc(=O)c3c(c2c1)CCCN3C(=O)CN1CCN(c2ncccn2)CC1 | 85
COc1cc(NC(=O)CSc2nccc(C)n2)c(C(=O)O)cc1OC | 95
COC(=O)c1ccccc1NC(=O)CSc1nnc(CNS(=O)(=O)c2ccc(C)cc2)n1C | 81
COc1cc2nc3c4ccccc4n(CC#N)c3nc2cc1OC | 71
O=c1cc(Nc2ccc3c(c2)OCCO3)[nH]c(=O)n1C1CCCCC1 | 86
CC(=O)Nc1cccc(-c2nnc(SCc3ccccc3C#N)n2C)c1 | 88
CCC(Sc1ccccn1)C(=O)Nc1nnc(C)s1 (centres undefined) | 80
CC1(C)Cc2c(C#N)c(SCCOc3ccccc3)nc(N3CCOCC3)c2CO1 | 57
CCCC12CN3CC(C)(CN(C1)C31C(=O)Nc3ccc(C)cc31)C2=O (centres undefined) | 88
COc1ccccc1C(=O)NCC(=O)Nc1ccccc1 | 85
CN(c1ccc(C(=O)Nc2ccccc2C(=O)N2CCCC2)cc1)S(C)(=O)=O | 92
O=C(Nc1ccc2c(c1)OCCO2)c1cncc(Br)c1 | 84
CCOC(=O)c1[nH]c2ccc(OC)cc2c1NC(=O)N1CCOCC1 | 88
O=C(c1cc2ccccc2oc1=O)N1CCCC1 | 96
CCOC(=O)c1c(-c2ccccc2)nnn1-c1nc(OCC)nc(N2CCCCC2)n1 | 95
O=C(COc1ccc(F)cc1)NCC1CCCO1 (centres undefined) | 104
O=C(O)c1ccc(S(=O)(=O)Nc2ccc(F)c(Cl)c2)cc1 | 111
CC(OC(=O)c1cc2sccc2n1C)C(=O)NCCc1ccccc1 (centres undefined) | 131
CC1Cc2ccccc2N1C(=O)CSc1nnc(-c2ccc(S(=O)(=O)N3CCCCC3)cc2)o1 (centres undefined) | 96

Arranged by SMILES length (lowest first): some entries from above
SMILES | SKBR3 24h inh
CC(=O)NCCCCCCNC(C)=O | 100
O=S1(=O)C=CC(N2CCOCC2)C1 (centres undefined) | 87
O=C(Nc1cccnc1)c1cc(-c2cccs2)on1 | 103
O=C(Nc1ccc2c(c1)OCCO2)c1cncc(Br)c1 | 84
Cc1nc2ccccc2c2nc(NC(=O)Cc3ccccc3)nn12 | 99
Clc1cccc(Cl)c1Cn1cnc2c(N3CCCCCC3)ncnc21 | 96
O=C(O)c1ccc(S(=O)(=O)Nc2ccc(F)c(Cl)c2)cc1 | 111
Cc1cccc(Nc2nc(N)nc(CN3CCN(c4ccccc4F)CC3)n2)c1 | 72
COC(=O)c1ccc(OC)c(CSc2nnc(COc3ccc(OC)cc3)o2)c1 | 90
CCCC12CN3CC(C)(CN(C1)C31C(=O)Nc3ccc(C)cc31)C2=O (centres undefined) | 88
Nc1nc(F)nc2c1ncn2[C@@H]1O[C@H](CO)[C@@H](O)[C@@H]1O | 72
CCn1cc(C(=O)NCC2CCCO2)c(=O)c2cc(F)c(N3CCN(C)CC3)cc21 (centres undefined) | 86
CCCOc1ccc2oc(=O)c3c(c2c1)CCCN3C(=O)CN1CCN(c2ncccn2)CC1 | 85
COC(=O)c1ccccc1NC(=O)CSc1nnc(CNS(=O)(=O)c2ccc(C)cc2)n1C | 81
Cc1ccc(C)c(NC(=O)CSc2nnc([C@@H]3CCCN3C(=O)OC(C)(C)C)o2)c1 | 82
CC1Cc2ccccc2N1C(=O)CSc1nnc(-c2ccc(S(=O)(=O)N3CCCCC3)cc2)o1 (centres undefined) | 96

(further entries)
SMILES | SKBR3 24h inh
CCC1CCCCN1CCCNC(=O)c1cn(CC(C)C)c(=O)c2cc(OC)c(OC)cc12 (centres undefined) | 109
Cc1cccc(N(CC(=O)NC2CCCC2)C(=O)CS(=O)CC(=O)Nc2ccc3c(c2)OCO3)c1 (centres undefined) | 103
Cn1c(=O)[nH]c(=O)c2c1nc(N1CCN(c3cccc(Cl)c3)CC1)n2CCCc1ccccc1 | 94
Cc1cc(C)n(-c2nc3c(c(=O)[nH]c(=O)n3C)n2Cc2ccccc2)n1 | 83
O=C(Nc1cccc(-c2nc3ccccc3[nH]2)c1)c1ccco1 | 92
CCOC(=O)c1ccc(CC2S/C(=C(\C#N)C(C)=O)NC2=O)cc1 (centres undefined) | 83
Cc1ccnc(N2CCN(C(=O)CSc3nc4ccccc4nc3N3CCCCC3)CC2)c1 | 119
N#Cc1c(N)n(C2CCCCC2)c2nc3ccccc3nc12 | 93
Cc1ccc(S(=O)(=O)N2CCCN(S(=O)(=O)C3CCS(=O)(=O)C3)CC2)cc1 (centres undefined) | 107
C=CCn1c(Cc2cccs2)nnc1SCC(=O)c1ccc(F)cc1 | 94
N#CC(C(=O)NC1CCCCC1)c1nc2ccccc2nc1N1CCCCC1 (centres undefined) | 92
O=C(NCCN1CCOCC1)Nc1ccc(Cl)cc1 | 105
O=C(COc1ccc(S(=O)(=O)N2CCCC2)cc1Cl)NCc1ccco1 | 96
CC(CCc1ccccc1)NC(=O)c1cccnc1 (centres undefined) | 118
CCC1(C)Nc2ccccc2C(=O)N1O (centres undefined) | 127
COc1cccc(OCCN2CCN(c3ncnc4c3cnn4-c3ccccc3)CC2)c1 | 66
COc1ccc(OC)c(C2=Nn3c(nnc3-c3cc(OC)c(OC)c(OC)c3)SC2)c1 | 78
CCOC(=O)N1CCC(NS(=O)(=O)c2ccc3c(c2)oc(=O)n3C)CC1 | 87
COC(=O)c1cccc(CSc2nnc(-c3ccco3)n2-c2ccccc2)c1 | 35*
CCN(CCO)C(=O)CC(c1ccccc1)c1cc(Br)ccc1O (centres undefined) | 77
Cc1ccc(CN2C(=O)/C(=C3\SC(N4CCOCC4)=NC3=O)c3cc(Br)ccc32)cc1 | 98
O=C(CN1CCC2(CC1)OCCO2)c1c[nH]c2ccccc12 | 104
CC1=C(C#N)C(NC(=O)c2ccco2)(C(F)(F)F)C(=O)N1 (centres undefined) | 109
O=C(Nc1sc2c(c1C(=O)NC1CC1)CCCCCC2)c1ccco1 | 91
COc1ccc(F)cc1S(=O)(=O)NC1CCCCCC1 | 83
CCn1c(-c2cccc(Br)c2)n[nH]c1=S | 78
Nc1nnnn1/N=C/c1cccs1 | 122
Fc1ccc(Br)cc1C1C=C(c2ccc(Br)s2)Nc2ncnn21 (centres undefined) | 72
CN1CCc2nc(SCCOc3ccccc3)c(C#N)cc2C1 | 76
Cc1c(=O)n(OCc2c(F)cccc2F)c2ccccc2[n+]1[O-] | 86
COC(=O)c1ccc(NC(=O)C2CCCN2S(=O)(=O)c2ccc(OC)cc2)cc1 (centres undefined) | 90
CCC(=O)Nc1ccc2nc(C)n(CC(=O)Nc3ccccc3)c(=O)c2c1 | 111
O=C(CN1C(=O)c2ccccc2S1(=O)=O)NC1CCCC1 | 95
Cn1nnc2cc(C(=O)NC(C)(C)C)ccc21 | 96
O=C(c1cccs1)N(CC1CCCO1)c1nc(-c2ccccc2)cs1 (centres undefined) | 77
C=CCNc1nnc(SCC(=O)N2CCCCC2)c2ccccc12 | 117
Cc1ccc(NC(=O)CS(=O)CC(=O)N(CC(=O)NC2CCCC2)c2cc(C)ccc2C)cc1 (centres undefined) | 91
CC(C)(C)c1ccc(C(=O)CSc2ncn[nH]2)cc1 | 102
O=C(c1ccco1)c1cn(CC(=O)N2CCCCC2)c2ccccc12 | 103
CN(c1ccccc1)S(=O)(=O)c1ccc(C(=O)OCC(=O)NCc2ccco2)cc1 | 79
Cc1ccc2nc(C3CCN(CC(=O)N4CCCCCC4)CC3)[nH]c2c1 | 74
Cc1ccccc1-n1nc(C(=O)O)c(C)c(C#N)c1=O | 82
Cc1nnc(SCC(=O)Nc2nccs2)s1 | 91
CCN(CC)c1ccc(NC(=O)CSc2nc3ccccc3c(=O)[nH]2)cc1 | 101
O=C1SC(SCc2ccccc2)=N/C1=C\c1ccco1 | 95
CC(=O)Nc1ccc(S(=O)(=O)Nc2ccc(N3CCOCC3)cc2)cc1 | 75
COc1cc2c(C)nc(C)c(C#N)c2cc1OC | 96
CC(=O)C1=C(O)C(=O)N(c2ccc(S(N)(=O)=O)cc2)C1c1ccccc1F (centres undefined) | 89
Cc1ccc(S(=O)(=O)NC2=NCN(Cc3cccnc3)CN2)cc1 | 88
Cc1c(C(=O)Nc2ccncc2)oc2c1C(=O)CC(C)(C)C2 | 89
Next compounds
SMILES | SKBR3 24h inh
O=C(Nc1ccc(N2CCCCC2)c(C(=O)O)c1)c1ccco1 | 94
O=C(NCCc1ccncc1)Nc1ccccc1 | 109
O=C(c1ccccc1)N1CC(COc2ccccc2)OC(c2cccnc2)O1 (centres undefined) | 75
COc1ccccc1-c1c(C)c(C)nc(N)c1C#N | 100
CC(=O)Oc1c2occc2cc2ccc(=O)oc12 | 85
COC(=O)CSc1nc2sc(C)c(C)c2c(=O)n1C | 92
Cn1c(=O)c2c(nc(NCCCO)n2Cc2cccc(C(F)(F)F)c2)n(C)c1=O | 69
CCn1c(SCC(N)=O)nnc1-c1ccc2[nH]c(C)c(C)c2c1 | 105
O=C(Nc1nnc(SCC(=O)N2CCCCC2)s1)c1cccs1 | 81
O=C(c1ccc(C(=O)N2CCN(c3ccccc3F)CC2)nc1)N1CCN(c2ccccc2F)CC1 | 71
COc1cccc(NC2=NC3(CCCCC3)N=C(N)N2)c1 | 92
COC(=O)CSc1nc(N2CCCCC2)c2c(c1C#N)CCCC2 | 82
Cc1cccc(OCC(=O)Nc2ccccc2N2CCCCC2)c1 | 80
CCOC(=O)c1cc2c(ccn2C)n1Cc1ccccc1C | 75
O=C(Nc1cnccn1)c1cccc(C(F)(F)F)c1 | 83
c1ccc(Nc2cc(-c3ccccc3)nc3ncnn23)cc1 | 89
CCOC(=O)C1=C(C)Nc2ncnn2C1c1cc(Br)ccc1F (centres undefined) | 87
O=C(NCCCN1CCCC1=O)c1ccc2c(c1)NC(=O)C(N1CCOCC1)S2 (centres undefined) | 90
CCOC(=O)C(Cc1ccccc1)NS(=O)(=O)c1ccc(NC(C)=O)cc1 (centres undefined) | 77
CCC(=O)N1CCc2cc(Br)cc(S(=O)(=O)NCCN3CCCCC3CC)c21 (centres undefined) | 85
CS(=O)(=O)Nc1ccc(C(=O)Nc2ccccc2C(=O)N2CCCC2)cc1 | 90
COc1ccccc1N1CCN(C(=O)c2cc(-c3ccc4c(c3)OCO4)on2)CC1 | 85
CC(C)(C)C(=O)c1sc(Nc2ccccc2)nc1N | 77
CCCCCCc1nc2c(=O)[nH]c3ccccc3c2o1 | 102
Cc1cccc(CN2CCN(C(=O)c3ccccc3F)CC2)c1 | 113
Cc1nn(Cc2ccccc2)c(C)c1NC(=O)c1cc(-c2cccs2)on1 | 82
Cc1cc(N2CCCCC2)n2nc(C)c(-c3ccccc3)c2n1 | 83
c1ccc2c(c1)[nH]c1c(N3CCCC3)ncnc12 | 91
COc1ccc(-c2nnc(NC(=O)c3ccc(S(=O)(=O)N4COCC4(C)C)cc3)o2)cc1 | 70
Cc1nn(C(=O)c2cccs2)c(C)c1CN1C(=O)c2ccccc2C1=O | 119
CCNc1nc(SCC(=O)OC)nc(N2CCOCC2)n1 | 79
O=C(C1CCCN1S(=O)(=O)c1ccc(Cl)c(Cl)c1)N1CCCCC1 (centres undefined) | 74
CS(=O)(=O)N(CC(=O)NCCSCc1cccc(Cl)c1)c1ccc2c(c1)OCO2 | 90
Cc1cc(C2C(C#N)=C(N)SC(N)=C2C#N)c(C)s1 | 72
Cn1nnnc1NCc1c(F)cccc1Cl | 92
CC1=C(C(=O)NCc2ccccc2)C(c2ccc(C)o2)n2ncnc2N1 (centres undefined) | 108
COc1cc(NC(=O)c2ccccc2Cl)c(OC)cc1NC(=O)CN1CCOCC1 | 112
